Screens as filed in PubChem BioAssay.
TcdB GH inh = TcdB glycohydrolase inhibitors, primary screen, biochemical, single point, plate reader | inhibition, % at 9.99 µM | 350,000 tested, 0.24% active | Toxin B (Clostridioides difficile), P18177 | TcdB glycohydrolase enzymatic assay; in the data active means inhibition above about 10%
Target sequence (P18177 whole entry, looked up): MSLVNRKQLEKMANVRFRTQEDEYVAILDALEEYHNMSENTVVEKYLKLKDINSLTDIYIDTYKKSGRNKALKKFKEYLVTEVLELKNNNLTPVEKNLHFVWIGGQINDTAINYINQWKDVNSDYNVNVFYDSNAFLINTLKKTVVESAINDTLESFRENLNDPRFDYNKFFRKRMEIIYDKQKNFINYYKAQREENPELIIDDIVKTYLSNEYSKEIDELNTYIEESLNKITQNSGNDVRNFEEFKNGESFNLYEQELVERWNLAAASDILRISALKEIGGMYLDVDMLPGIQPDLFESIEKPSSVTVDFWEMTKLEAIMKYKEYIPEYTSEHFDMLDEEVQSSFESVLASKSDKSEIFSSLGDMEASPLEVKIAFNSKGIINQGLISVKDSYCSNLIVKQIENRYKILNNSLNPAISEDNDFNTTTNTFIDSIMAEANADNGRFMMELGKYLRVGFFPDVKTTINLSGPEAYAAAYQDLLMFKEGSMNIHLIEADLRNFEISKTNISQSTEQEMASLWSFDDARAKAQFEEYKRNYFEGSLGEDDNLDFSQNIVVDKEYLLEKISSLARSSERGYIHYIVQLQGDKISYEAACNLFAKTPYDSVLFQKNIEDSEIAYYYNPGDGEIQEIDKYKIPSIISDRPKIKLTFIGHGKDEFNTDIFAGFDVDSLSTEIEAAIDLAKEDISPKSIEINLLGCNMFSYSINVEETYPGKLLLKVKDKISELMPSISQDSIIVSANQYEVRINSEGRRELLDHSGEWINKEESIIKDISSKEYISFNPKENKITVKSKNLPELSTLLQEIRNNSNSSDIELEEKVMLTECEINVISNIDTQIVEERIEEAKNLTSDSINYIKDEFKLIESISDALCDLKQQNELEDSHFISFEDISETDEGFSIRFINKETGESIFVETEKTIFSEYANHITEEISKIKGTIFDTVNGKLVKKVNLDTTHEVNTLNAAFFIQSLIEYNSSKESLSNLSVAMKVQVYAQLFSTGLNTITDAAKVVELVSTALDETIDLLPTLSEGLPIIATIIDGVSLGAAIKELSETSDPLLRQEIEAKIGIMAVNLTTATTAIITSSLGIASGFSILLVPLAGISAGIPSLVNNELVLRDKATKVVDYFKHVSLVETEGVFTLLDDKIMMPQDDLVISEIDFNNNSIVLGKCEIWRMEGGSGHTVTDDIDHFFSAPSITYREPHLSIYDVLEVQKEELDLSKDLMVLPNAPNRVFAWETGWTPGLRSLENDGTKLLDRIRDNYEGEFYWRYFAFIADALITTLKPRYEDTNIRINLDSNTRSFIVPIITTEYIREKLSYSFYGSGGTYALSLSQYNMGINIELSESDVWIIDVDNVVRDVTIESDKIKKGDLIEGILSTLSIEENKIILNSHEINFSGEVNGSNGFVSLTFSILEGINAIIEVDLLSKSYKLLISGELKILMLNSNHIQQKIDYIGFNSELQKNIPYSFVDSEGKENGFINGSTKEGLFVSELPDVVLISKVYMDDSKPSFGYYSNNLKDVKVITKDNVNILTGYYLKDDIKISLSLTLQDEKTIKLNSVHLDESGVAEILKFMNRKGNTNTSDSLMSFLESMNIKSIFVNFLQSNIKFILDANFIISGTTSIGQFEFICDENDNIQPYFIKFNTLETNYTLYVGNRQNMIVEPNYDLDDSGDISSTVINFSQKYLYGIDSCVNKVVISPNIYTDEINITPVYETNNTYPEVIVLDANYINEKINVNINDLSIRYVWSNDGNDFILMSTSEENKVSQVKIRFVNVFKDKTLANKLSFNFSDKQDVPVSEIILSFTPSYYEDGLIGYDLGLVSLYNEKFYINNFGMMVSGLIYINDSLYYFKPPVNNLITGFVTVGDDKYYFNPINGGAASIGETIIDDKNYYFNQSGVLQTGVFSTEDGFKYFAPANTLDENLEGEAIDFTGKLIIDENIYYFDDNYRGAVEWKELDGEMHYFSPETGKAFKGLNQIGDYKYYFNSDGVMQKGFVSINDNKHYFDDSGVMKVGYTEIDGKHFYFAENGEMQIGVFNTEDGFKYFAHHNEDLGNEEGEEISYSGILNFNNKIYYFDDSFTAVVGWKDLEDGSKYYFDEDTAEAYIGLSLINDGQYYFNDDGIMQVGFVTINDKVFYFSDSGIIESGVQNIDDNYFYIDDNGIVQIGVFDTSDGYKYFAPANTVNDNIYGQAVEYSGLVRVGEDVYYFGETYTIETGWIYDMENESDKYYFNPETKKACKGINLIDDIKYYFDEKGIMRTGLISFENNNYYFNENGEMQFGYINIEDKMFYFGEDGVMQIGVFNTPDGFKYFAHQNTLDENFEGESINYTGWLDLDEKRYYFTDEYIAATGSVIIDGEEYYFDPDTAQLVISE
Numbers without * were called inactive. These rows are one share of the data; the hit share may differ from the screen's.

SMILES	TcdB GH inh
O=C(NC1CCCC1)N1CC(=O)N2[C@@H](CO)[C@H](c3ccc(-c4cccnc4)cc3)[C@@H]2C1	1.0
CO[C@H]1CC[C@@H]2CCOc3c(C#N)cccc3C(=O)N(C)CC3(CCCCC3)CC(=O)N(C)C[C@H]1O2	0.5
C/C=C/c1cnc2c(c1)C(=O)N([C@H](C)CO)C[C@@H](C)[C@@H](CN(C)C(=O)c1cccnc1)O2	-5.6
C[C@H]1CN([C@@H](C)CO)C(=O)c2cc(NC(=O)Cn3cnnn3)ccc2O[C@@H]1CN(C)S(=O)(=O)c1cn(C)cn1	0.3
C[C@H](CO)N1C[C@H](C)[C@H](CN(C)Cc2ccccc2)Oc2c(NC(=O)C3CCCCC3)cccc2C1=O	0.7
CO[C@@H]1CN(C)C(=O)c2ccc(NC(=O)Nc3cccc(F)c3)cc2OC[C@@H](C)NC[C@@H]1C	0.4
N#C[C@@H]1[C@H](c2ccccc2-c2ccccc2)[C@@H](CO)N1c1ncc(-c2ccccc2)s1	0.3
C[C@H]1CN([C@@H](C)CO)C(=O)Cc2cc(NC(=O)c3ccncc3)ccc2O[C@@H]1CN(C)C(=O)Nc1ccc2c(c1)OCO2	1.4
COCCNC(=O)C[C@H]1CC[C@H]2[C@@H](COC[C@H](O)CN2C(=O)Nc2ccc3c(c2)OCO3)O1	-0.2
C[C@H]1CN([C@@H](C)CO)C(=O)c2cc(NC(=O)Cc3cn(C)c4ccccc34)ccc2O[C@H]1CN(C)S(=O)(=O)c1cn(C)cn1	0.2
COc1ccccc1CN(C)C[C@@H]1OCc2ccccc2-c2c(n(C)c3ccccc23)C(=O)N([C@@H](C)CO)C[C@H]1C	0.8
C/C=C/c1ccc2c(c1)O[C@H](CN(C)S(=O)(=O)c1ccc(C)cc1)[C@H](C)CN([C@H](C)CO)S2(=O)=O	-2.3
C[C@H](CO)N1C[C@H](C)[C@H](CN(C)Cc2ccc(C(F)(F)F)cc2)Oc2c(NC(=O)C3CC3)cccc2C1=O	-0.2
COc1ccc(NC(=O)N(C)C[C@@H]2Oc3ccc(NC(=O)C4CCCCC4)cc3C(=O)N([C@H](C)CO)C[C@@H]2C)cc1	-2.3
Cc1ccc(S(=O)(=O)Nc2ccc3c(c2)C(=O)N([C@H](C)CO)C[C@H](C)[C@H](CN(C)C(=O)Nc2ccccc2)OCCCC[C@@H](C)O3)cc1	0.8
CC(=O)N(C)C[C@H]1Oc2cc(-c3ccc(C)cc3)ccc2S(=O)(=O)N([C@@H](C)CO)C[C@@H]1C	1.9
C[C@H]1CN([C@@H](C)CO)C(=O)c2cccc(NC(=O)c3nc4ccccc4s3)c2O[C@@H]1CN(C)S(=O)(=O)c1ccccc1	0.8
COc1ccccc1CNC(=O)C[C@H]1C[C@@H]2c3cc(NC(=O)c4ccc5c(c4)OCO5)ccc3O[C@@H]2[C@H](CO)O1	1.0
C[C@H](NC(=O)C[C@@H]1C[C@@H]2c3cc(NC(=O)NC4CCCC4)ccc3O[C@@H]2[C@H](CO)O1)c1ccccc1	-11
O=C(C[C@H]1CC[C@@H]2[C@H](COC[C@@H](O)CN2CCC(F)(F)F)O1)N1CCC(Cc2ccccc2)CC1	0.0
C[C@H](CO)N1C[C@H](C)[C@H](CN(C)CC2CC2)OCCCC[C@H](C)Oc2ccc(NC(=O)c3ccncc3)cc2C1=O	0.5
CO[C@H]1CN(C)C(=O)c2cc(NC(=O)Cc3ccccc3)ccc2OC[C@H](C)N(C(=O)c2ccccc2F)C[C@@H]1C	0.2
C[C@H]1CN([C@@H](C)CO)C(=O)c2cc(C#CCC3CCCC3)cnc2O[C@@H]1CN(C)S(=O)(=O)c1cccs1	-1.4
COc1ccc(C#Cc2ccc([C@H]3[C@@H](CO)N4C(=O)CN(C(=O)c5ccccc5)C[C@@H]34)cc2)cc1	0.3
CS(=O)(=O)N1CC(=O)N2[C@H](C1)[C@H](c1ccc(C#CCc3ccccc3)cc1)[C@@H]2CO	0.4
C[C@H](CO)N1C[C@H](C)[C@@H](CN(C)Cc2cncnc2)Oc2ncc(C#CC(C)(C)O)cc2C1=O	-0.1
CCCNC(=O)N1CC2(CCN(CC3CCCC3)CC2)c2c(n(C)c3cc(OC)ccc23)[C@@H]1CO	-6.9
Cc1noc(C)c1S(=O)(=O)Nc1ccc2c(c1)C(=O)N([C@@H](C)CO)C[C@H](C)[C@H](CN(C)Cc1ccc3c(c1)OCO3)O2	-8.7
COc1ccccc1NC(=O)N[C@@H]1CC[C@H](CCn2cc(-c3ccccc3)nn2)O[C@@H]1CO	0.7
C[C@H]1CN([C@@H](C)CO)C(=O)c2cccc(NC(=O)c3ccc(-c4nccs4)cc3)c2O[C@@H]1CN(C)C(=O)Nc1ccc(C(F)(F)F)cc1	0.6
N#C[C@H]1[C@H](c2ccc(C#CCC3CCCC3)cc2)[C@H](CO)N1C(=O)CN1CCOCC1	1.4
C[C@H]1CCCCO[C@@H](CN(C)C(=O)C2CCCCC2)[C@@H](C)CN([C@@H](C)CO)C(=O)c2cc(NC(=O)NC3CCCCC3)ccc2O1	-4.2
C[C@@H]1CN([C@@H](C)CO)C(=O)c2cc(NC(=O)Nc3ccc(F)cc3)ccc2O[C@@H](C)CCCCO[C@@H]1CN(C)C(=O)CCCN(C)C	-0.4
C[C@H](CO)N1C[C@H](C)[C@H](CN(C)S(=O)(=O)c2ccc(Cl)cc2)Oc2ccc(N(C)C)cc2CC1=O	-3.3
Cc1noc(C)c1NC(=O)Nc1ccc2c(c1)C(=O)N(C)[C@@H]1CC[C@H](CC(=O)N(C)C)O[C@H]1CO2	0.1
COc1ccc2c3c(n(C)c2c1)[C@@H](CO)N(Cc1ccc2c(c1)OCO2)CC31CN(C(=O)C2CC2)C1	0.1
O=C(O)C[C@@H]1CC[C@@H](NC(=O)CCN2CCCCC2)[C@H](CO)O1	-0.1
CO[C@@H]1CN(C)C(=O)c2cc(NC(=O)C3CC3)ccc2OC[C@@H](C)N(CC2CCCC2)C[C@@H]1C	0.1
CN(C)CC(=O)Nc1ccc2c(c1)[C@@H]1C[C@H](CC(=O)NC3CCCCC3)O[C@H](CO)[C@@H]1O2	0.3
C[C@@H]1CN([C@H](C)CO)C(=O)Cc2cc(NS(=O)(=O)c3cn(C)cn3)ccc2O[C@@H]1CN(C)CC1CCCCC1	-1.0

Another view of 5 compounds above:
smiles | TcdB GH inh
C[C@H]1CCCCO[C@@H](CN(C)C(=O)C2CCCCC2)[C@@H](C)CN([C@@H](C)CO)C(=O)c2cc(NC(=O)NC3CCCCC3)ccc2O1 | -4.2
C[C@@H]1CN([C@@H](C)CO)C(=O)c2cc(NC(=O)Nc3ccc(F)cc3)ccc2O[C@@H](C)CCCCO[C@@H]1CN(C)C(=O)CCCN(C)C | -0.4
C[C@H](CO)N1C[C@H](C)[C@H](CN(C)S(=O)(=O)c2ccc(Cl)cc2)Oc2ccc(N(C)C)cc2CC1=O | -3.3
Cc1noc(C)c1NC(=O)Nc1ccc2c(c1)C(=O)N(C)[C@@H]1CC[C@H](CC(=O)N(C)C)O[C@H]1CO2 | 0.1
COc1ccc2c3c(n(C)c2c1)[C@@H](CO)N(Cc1ccc2c(c1)OCO2)CC31CN(C(=O)C2CC2)C1 | 0.1

Next part.
SMILES	TcdB GH inh
COc1ccc(CN(C)C[C@@H]2Oc3c(NS(=O)(=O)c4cn(C)cn4)cccc3C(=O)N([C@H](C)CO)C[C@@H]2C)cc1	0.9
CNC(=O)C[C@H]1CC[C@H]2[C@@H](COC[C@H](O)CN2Cc2ccc(Cl)c(Cl)c2)O1	-2.0
CC(C)c1cn(CC[C@@H]2CC[C@H](N)[C@@H](CO)O2)nn1	-2.0
COc1ccccc1S(=O)(=O)N[C@H]1CC[C@H](CCNC(=O)C2CCC2)O[C@H]1CO	-0.9
Cc1noc(C)c1NC(=O)Nc1ccc2c(c1)CC(=O)N([C@@H](C)CO)C[C@H](C)[C@H](CN(C)S(=O)(=O)c1ccc(Cl)cc1)O2	0.0
COCC(=O)N1[C@H](CO)[C@@H](c2ccccc2)C12CN(C(=O)Nc1ccccc1F)C2	0.7
Cc1ccc(S(=O)(=O)Nc2cccc3c2O[C@@H](CN(C)Cc2ccncc2)[C@@H](C)CN([C@H](C)CO)C3=O)cc1	0.2
C[C@H]1CN([C@@H](C)CO)S(=O)(=O)c2ccc(C#Cc3cccc(F)c3)cc2O[C@@H]1CN(C)C(=O)CN1CCOCC1	0.0
C[C@H]1CN([C@@H](C)CO)C(=O)c2cc(NC(=O)Nc3ccccc3)ccc2O[C@H]1CN(C)Cc1ccc2c(c1)OCO2	1.4
CO[C@@H]1CN(C)C(=O)c2cc(NC(=O)C3CCCCC3)ccc2OC[C@@H](C)N(Cc2cccnc2)C[C@@H]1C	-0.7
CC(C)C#Cc1ccc([C@@H]2[C@H]3CN(S(=O)(=O)c4ccccc4)CC(=O)N3[C@H]2CO)cc1	-1.1
C[C@@H]1CN([C@H](C)CO)C(=O)c2cc(C#Cc3ccccc3F)cnc2O[C@@H]1CN(C)C(=O)c1ccc2c(c1)OCO2	0.9
CNC[C@H]1OCCCC[C@@H](C)Oc2ccc(NC(=O)C3CCCCC3)cc2C(=O)N([C@@H](C)CO)C[C@@H]1C	-0.1
CCCC(=O)Nc1ccc2c(c1)C(=O)N(C)C[C@@H](OC)[C@@H](C)CN(CCc1ccccc1)[C@@H](C)CO2	1.0
C[C@H]1CN([C@@H](C)CO)C(=O)Cc2cc(NC(=O)c3ccncc3)ccc2O[C@H]1CN(C)Cc1ccccc1	0.8
O=S(=O)(NCC[C@H]1CC[C@@H](NS(=O)(=O)c2cccc(Cl)c2)[C@@H](CO)O1)c1cccc(F)c1	-0.9
C[C@@H]1CN([C@@H](C)CO)C(=O)c2cc(NC(=O)Nc3ccc(C(F)(F)F)cc3)ccc2O[C@@H](C)CCCCO[C@H]1CN(C)C(=O)Nc1cccc2ccccc12	0.1
O=C(CC1CC1)N1[C@@H]2CN(S(=O)(=O)c3ccccc3F)c3ccccc3[C@@H]2[C@@H]1CO	-0.9
C[C@@H]1CN([C@@H](C)CO)C(=O)c2ccccc2-c2ccccc2CO[C@H]1CN(C)C(=O)c1ccncc1	0.1
C/C=C/c1ccc([C@H]2[C@@H](CO)N[C@@H]2CNC(=O)C2CCCCC2)cc1	-0.9
COCC#Cc1cnc2c(c1)C(=O)N([C@@H](C)CO)C[C@@H](C)[C@H](CN(C)C(=O)c1cnccn1)O2	-0.2
CCCN(C)C[C@H]1Oc2cc(-c3ccccc3F)ccc2S(=O)(=O)N([C@H](C)CO)C[C@H]1C	0.2
CC(C)NC(=O)N1[C@H](CO)[C@@H](c2ccccc2)C12CN(C(=O)Cc1ccccc1)C2	-3.3
CO[C@H]1CN(C)C(=O)c2ccc(NC(C)=O)cc2OC[C@@H](C)N(CCc2ccccc2)C[C@@H]1C	1.7
Cc1cccc(-c2ccc([C@H]3[C@H](CO)N4CCCCN(C(=O)c5ccc6c(c5)OCO6)C[C@@H]34)cc2)c1	-0.9
COc1ccc(-c2ccc3n(c2=O)C[C@@H]2[C@@H](CO)[C@H](C(=O)N(C)C)[C@H]3N2Cc2ccncc2)cc1	-0.3
C[C@@H]1CN([C@@H](C)CO)S(=O)(=O)c2ccc(C#Cc3cccnc3)cc2O[C@@H]1CN(C)CC1CCOCC1	-0.3
Cc1noc(C)c1NC(=O)Nc1ccc2c(c1)C(=O)N([C@@H](C)CO)C[C@@H](C)[C@H](CN(C)S(C)(=O)=O)OCCCC[C@@H](C)O2	0.3
C[C@H](CO)N1C[C@H](C)[C@@H](CN(C)C(=O)Nc2ccc(F)cc2)Oc2ccc(N(C)C)cc2C1=O	-2.1
C[C@H]1CN([C@@H](C)CO)C(=O)c2cccc(NC(=O)Nc3ccc(F)cc3)c2O[C@@H]1CN(C)Cc1ccncc1	0.0
C[C@H]1CN([C@@H](C)CO)C(=O)Cc2cc(NC(=O)CCCCCC(=O)Nc3ccccc3N)ccc2O[C@H]1CN(C)S(=O)(=O)c1ccc(F)cc1	-1.3
CO[C@@H]1CN(C)C(=O)c2cc(NC(=O)C3CC3)ccc2OC[C@H](C)N(C(=O)C2CCOCC2)C[C@@H]1C	0.0
C[C@H]1CN([C@@H](C)CO)C(=O)Cc2cc(NC(=O)Nc3ccc(F)cc3)ccc2O[C@H]1CN(C)Cc1ccccc1	-0.4
C[C@@H]1CCCCO[C@@H](CN(C)Cc2ccc(C(=O)O)cc2)[C@@H](C)CN([C@H](C)CO)C(=O)c2cc(NS(=O)(=O)c3ccc(Cl)cc3)ccc2O1	-0.9
Cc1cc(C(=O)Nc2cccc3c2O[C@H](CN(C)C(=O)Nc2ccc(C(F)(F)F)cc2)[C@@H](C)CN([C@@H](C)CO)C3=O)n(C)n1	0.9
CCCC(=O)Nc1ccc2c(c1)OC[C@H](C)N(C(=O)CC)C[C@H](C)[C@@H](OC)CN(C)C2=O	1.1
CN(C)C(=O)[C@H]1[C@H](CO)[C@H]2Cn3c(ccc(-c4cccc(F)c4)c3=O)[C@@H]1N2CCc1ccccc1	1.0
O=C(C[C@H]1C=C[C@@H](NC(=O)NC2CCCCC2)[C@H](CO)O1)NCc1ccc(F)cc1	-1.3
O=C(C[C@@H]1C=C[C@@H](NC(=O)C2CC2)[C@@H](CO)O1)NCC1CC1	0.7
C[C@H](NC(=O)C[C@@H]1CC[C@H](NC(=O)Cc2ccccn2)[C@H](CO)O1)c1ccccc1	-0.9
CNC[C@@H]1Oc2ccc(NS(=O)(=O)c3ccccc3)cc2CC(=O)N([C@H](C)CO)C[C@H]1C	1.0

By substructure, those above containing a CF3 group
SMILES	TcdB GH inh
C[C@H](CO)N1C[C@H](C)[C@H](CN(C)Cc2ccc(C(F)(F)F)cc2)Oc2c(NC(=O)C3CC3)cccc2C1=O	-0.2
O=C(C[C@H]1CC[C@@H]2[C@H](COC[C@@H](O)CN2CCC(F)(F)F)O1)N1CCC(Cc2ccccc2)CC1	0.0
C[C@H]1CN([C@@H](C)CO)C(=O)c2cccc(NC(=O)c3ccc(-c4nccs4)cc3)c2O[C@@H]1CN(C)C(=O)Nc1ccc(C(F)(F)F)cc1	0.6
C[C@@H]1CN([C@@H](C)CO)C(=O)c2cc(NC(=O)Nc3ccc(C(F)(F)F)cc3)ccc2O[C@@H](C)CCCCO[C@H]1CN(C)C(=O)Nc1cccc2ccccc12	0.1
Cc1cc(C(=O)Nc2cccc3c2O[C@H](CN(C)C(=O)Nc2ccc(C(F)(F)F)cc2)[C@@H](C)CN([C@@H](C)CO)C3=O)n(C)n1	0.9
